Screening results: PubChem BioAssay, National Center for Advancing Translational Sciences (NCATS)
Tau FP inhib = inhibitors of human tau fibril formation. Potency, µM (series often up to 57.7 µM), for the others: at the top dose activity, negative = inhibition, hits mostly inhibitors. P10636. 280,000 compounds, 0.39% hits. K18 P301L tau heparin fibrillization, Alexa594 FP, 6 h. AID 1468; further: on the % scale 0 is the no-effect control and ±100 the full control effect; nearly all actives have a fitted effect of over 55% in size
Target sequence (P10636 561-689 P618L limits assumed): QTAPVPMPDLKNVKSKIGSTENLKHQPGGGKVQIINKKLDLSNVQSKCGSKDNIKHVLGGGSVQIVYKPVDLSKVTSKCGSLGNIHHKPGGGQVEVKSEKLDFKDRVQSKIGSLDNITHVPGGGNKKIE
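Read-out: fluorescence polarization of Alexa 594-labeled tau (0.24 uM), 555 nm excitation, 632 nm emission. Mixtures held 15 uM unlabeled K18 P301L, compound and 20 uM heparin, pH 7 acetate buffer, incubated 6 hr at 37 C.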
HTT ATP protect = cytoprotection in Huntington HTT-Q103 PC12 cell model | Potency, µM (highest dose often 56.4 µM), for the others: cytoprotection (ATP increase), hits mostly activators | 230,000 compounds, 0.14% hits | PC12 HTT-Q103 induced, cytoprotection, ATP luminescence, 40 h | AID 1471;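 further: % of control where 0% means no effect; nearly all actives have a fitted effect of over 45% in size; toxic huntingtin expression switched on by the ecdysone agonist tebufenozide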
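Huntington model: PC12 line, ecdysone-inducible HTTQ103 exon1–GFP, tebufenozide 100 nM. Test articles in a dose series. Endpoint luminescence from cellular ATP.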
Tau fibril ThT = blocks human tau fibril formation measured by thioflavin T. P10636. recombinant tau K18 P301L, heparin-induced fibrillization, ThT fluorescence. Potency, µM (series often up to 57.4 µM), for inactives: top-dose activity, negative = inhibition, most hits filed as inhibitors. 270,000 compounds, 2.1% hits; further: on the % scale 0 is the no-effect control and ±100 the full control effect; nearly all actives have a fitted effect of over 55% in size
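Aggregation was driven by heparin (20 uM final) acting on recombinant tau […] bearing P301L in 100 mM sodium acetate pH 7; fibrils were detected with Thioflavin T.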
L3MBTL1 inh = L3MBTL1 (human) inhibition. AlphaScreen L3MBTL1–H3K9me1 peptide binding. Q9Y468. 230,000 compounds, 0.66% hits. Potency, µM (doses to about 57.1 µM), for inactives: at the highest dose activity, negative = inhibition, most hits filed as inhibitors. AID 485360; further: on the % scale 0 is the no-effect control and ±100 the full control effect; nearly all actives have a fitted effect of over 60% in size
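First, the protein-peptide complex forms for 30 min at room temperature (L3MBTL1 50 nM, biotinylated H3K9me1 peptide 75 nM). Next, compounds are pin-transferred and incubated 30 min. Finally, AlphaScreen beads are added and read after 30 min.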
TR SRC2 fluor cs = alters Texas Red total fluorescence, flagging assay interference; 280,000 compounds, 0.29% hits; Potency, µM (doses to about 106 µM), for the others: at the highest dose fluorescence change, negative = quenching; TRb/SRC2 Texas Red total fluorescence interference; active means well fitted curve in either direction with a large enough effect; inconclusive means small, poorly fitted or top-dose-only effect; further: on the % scale 0 is the no-effect control and ±100 the full control effect
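Human TRβ ligand-binding domain (0.6 uM) and Texas Red SRC2 peptide (20 nM) in Tris buffer with 1 uM T3 and 5% DMSO were incubated with pinned compound for 5 hr at ambient temperature. Total fluorescence was computed as S + 2P (555/632 nm).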
TRb-SRC2 inh = disrupts binding of human TR beta to SRC2; P10828; TRbeta-SRC2 peptide binding, fluorescence polarization; receptor liganded with 1 µM T3; Potency, µM (highest dose often 106 µM), for the others: at the top dose activity change, negative = inhibition, usual class: inhibitors; 280,000 compounds, 0.065% hits;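 further: plate controls were bound peptide for no effect and peptide without receptor for full effect; nearly all actives have a fitted effect of over 50% in size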
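Decrease in fluorescence polarization of 20 nM Texas Red SRC2 coactivator peptide flagged inhibition of its binding to 0.6 uM TRb LBD; 1 uM T3 included, incubation 5 hr, ex 555/em 632 nm.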
RECQ1 helicase = inhibitors of human RECQ1 DNA helicase; Potency, µM (highest dose often 57.3 µM), for inactives: top-dose activity, negative = inhibition, actives largely listed as inhibitors; P46063; RECQ1 DNA unwinding, red fluorescence kinetic read; 240,000 compounds, 0.54% hits;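 further: plate controls were vehicle for no effect and no enzyme for full effect; nearly all actives have a fitted effect of over 30% in size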
Target sequence (P46063 whole entry, looked up): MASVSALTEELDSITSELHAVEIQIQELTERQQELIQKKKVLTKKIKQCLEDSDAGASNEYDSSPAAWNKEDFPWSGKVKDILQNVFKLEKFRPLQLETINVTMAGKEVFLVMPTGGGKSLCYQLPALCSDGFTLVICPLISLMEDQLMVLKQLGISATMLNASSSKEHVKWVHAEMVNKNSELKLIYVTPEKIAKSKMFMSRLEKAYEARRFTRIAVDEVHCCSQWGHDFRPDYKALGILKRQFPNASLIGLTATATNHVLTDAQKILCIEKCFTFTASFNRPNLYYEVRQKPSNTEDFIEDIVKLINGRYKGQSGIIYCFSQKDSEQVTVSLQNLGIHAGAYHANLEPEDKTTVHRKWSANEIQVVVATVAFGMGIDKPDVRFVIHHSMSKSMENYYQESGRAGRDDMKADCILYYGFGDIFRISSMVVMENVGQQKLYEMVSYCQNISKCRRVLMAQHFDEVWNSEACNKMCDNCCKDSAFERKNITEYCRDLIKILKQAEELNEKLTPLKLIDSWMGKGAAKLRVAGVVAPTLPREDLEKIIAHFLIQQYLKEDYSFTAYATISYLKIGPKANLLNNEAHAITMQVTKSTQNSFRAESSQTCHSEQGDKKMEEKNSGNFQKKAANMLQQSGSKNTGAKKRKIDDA
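50 nM RECQ1T1 preincubated 15 min with compound in Tris pH 8.0 buffer with MgCl2, DTT, Tween-20 and 2.5 ug/ml poly(dI-dC); started with 200 nM TAMRA/BHQ-2 forked duplex and 2 mM ATP. Unwinding read as fluorescence (525/598 nm), two reads 2 h apart.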
Tau fluor counter = counter-screen for tau fibril formation inhibitors; Potency, µM (titrated, usually from 57.7 µM), for inactives: top-dose activity change, negative = decrease; tau K18 P301L (four-repeat tau fragment) Alexa594 fluorescence, heparin fibrillization; AID 1463; 280,000 compounds, 0.93% hits; further: on the % scale 0 is the no-effect control and ±100 the full control effect; nearly all actives have a fitted effect of over 55% in size
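Human K18 P301L tau (15 uM unlabeled plus 0.24 uM Alexa 594-labeled, final) in 100 mM sodium acetate pH 7 was mixed with compound and 20 uM heparin and incubated 6 hr at 37 C.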
The depositor's hits bear a star; [ ] = remark or other dose. Unless noted, the call rests on the fitted dose curve; in most records, active means well fitted curve in the direction sought with a large enough effect; inconclusive means small, poorly fitted or top-dose-only effect, or another doubt; inactive means no such curve, though single readings can be large; an effect the other way counts as inactive or inconclusive. Potency means the concentration at half of the fitted maximal effect. This is a subset. The share of hits here may be higher or lower than overall.

Results for O=C(NCCc1ccccc1)/C(=N\O)c1ccccc1 ?
Tau FP inhib: 8%; HTT ATP protect: 2%; Tau fibril ThT: -9%; L3MBTL1 inh: -1%; TR SRC2 fluor cs: -1%; TRb-SRC2 inh: -11%; RECQ1 helicase: -4%; Tau fluor counter: 2%

Results for Cc1ccc(C(C(=O)NC2CCCCC2)N2CCOCC2)cc1 (centres undefined) ?
Tau FP inhib: 0%; HTT ATP protect: -61%[inhibitor]; Tau fibril ThT: -6%; TR SRC2 fluor cs: 2%; TRb-SRC2 inh: 0%; RECQ1 helicase: -2%; Tau fluor counter: -5%

How did O=C(Nc1nccs1)c1ccccc1[N+](=O)[O-] do in these assays?
Tau FP inhib: -2%; HTT ATP protect: 3%[10 µM]; Tau fibril ThT: -8%; L3MBTL1 inh: 10%; TR SRC2 fluor cs: 11%; TRb-SRC2 inh: 0%; RECQ1 helicase: -7%; Tau fluor counter: -7%

Results for COc1ccc(S(=O)(=O)NCCc2c(C)nn(C)c2Oc2ccccc2)cc1 ?
Tau FP inhib: 5%; HTT ATP protect: -2%[10 µM]; Tau fibril ThT: -1%; L3MBTL1 inh: inconclusive; TR SRC2 fluor cs: 2%; TRb-SRC2 inh: 8%; RECQ1 helicase: -2%; Tau fluor counter: -7%

What do the screens show for `N#Cc1nc(Cc2cccc3ccccc23)oc1N1CCCCC1`?
Tau FP inhib: 8%; HTT ATP protect: -25%; Tau fibril ThT: 1%; L3MBTL1 inh: inconclusive; TR SRC2 fluor cs: -1%; TRb-SRC2 inh: 5%; RECQ1 helicase: -12%; Tau fluor counter: -8%

How did O=C(Nc1nonc1NC(=O)C1CCCCC1)C1CCCCC1 do in these assays?
Tau FP inhib: 3%; HTT ATP protect: -8%; Tau fibril ThT: -2%; L3MBTL1 inh: -7%; TR SRC2 fluor cs: 2%; TRb-SRC2 inh: 7%; RECQ1 helicase: -4%; Tau fluor counter: -2%

How did CC(=O)c1cc(C)ccc1OC(=O)CCN1C(=O)C2C3c4ccccc4C(c4ccccc43)C2C1=O (centres undefined) do in these assays?
Tau FP inhib: 0%; HTT ATP protect: -22%; Tau fibril ThT: -12%; L3MBTL1 inh: 7%; TR SRC2 fluor cs: 3%; TRb-SRC2 inh: -6%; RECQ1 helicase: 15%; Tau fluor counter: -2%

What do the screens show for `O=C(NCc1ccccc1F)C1CCN(Cc2cc3ccccc3n2Cc2cccc(Cl)c2)CC1`?
Tau FP inhib: -7%; Tau fibril ThT: 6%; TR SRC2 fluor cs: 3%; TRb-SRC2 inh: 1%; Tau fluor counter: -9%

What do the screens show for `CCOc1ccc(CNC(=O)c2ccc(NC(=O)N3CCCCc4ccccc43)cc2)cc1`?
Tau FP inhib: -1%; Tau fibril ThT: inconclusive; TR SRC2 fluor cs: 0%; TRb-SRC2 inh: -3%; Tau fluor counter: -21%

Results for COc1ccc(-c2cc(C(F)(F)F)nc(-n3cncn3)n2)cc1 ?
Tau FP inhib: -2%; HTT ATP protect: 14%; Tau fibril ThT: -8%; TR SRC2 fluor cs: -4%; TRb-SRC2 inh: -22%; RECQ1 helicase: 4%; Tau fluor counter: -5%

How did COC(=O)c1cc2sccc2n1CC(=O)N1CCCc2ccccc21 do in these assays?
Tau FP inhib: 9%; HTT ATP protect: -9%[10 µM]; Tau fibril ThT: -13%; L3MBTL1 inh: -14%; TR SRC2 fluor cs: 6%; TRb-SRC2 inh: 1%; RECQ1 helicase: -7%; Tau fluor counter: -14%

Results for COc1ccc(-c2nn(-c3ccc(C)cc3)c3c2cnc2ccc(C)cc23)cc1OC ?
Tau FP inhib: -10%; Tau fibril ThT: inconclusive; TR SRC2 fluor cs: 0%; TRb-SRC2 inh: 0%; Tau fluor counter: -10%

How did CCOC(=O)N1C2=NC(C(=O)OC)=C(C(=O)OC)[C@@H]3N(Cc4ccccc4)c4ccccc4[C@]23C[C@H]1C(=O)OC do in these assays?
Tau FP inhib: -5%[11.6 µM]; HTT ATP protect: -8%[10 µM]; Tau fibril ThT: -11%[11.5 µM]; TR SRC2 fluor cs: -3%[11.2 µM]; TRb-SRC2 inh: 7%[11.2 µM]; RECQ1 helicase: -1%[11.5 µM]; Tau fluor counter: -12%[11.6 µM]

What do the screens show for `NC(=O)CSc1ncc2c(n1)-c1ccccc1N(Cc1ccccc1)S2(=O)=O`?
Tau FP inhib: -10%; Tau fibril ThT: -1%; TR SRC2 fluor cs: 1%; TRb-SRC2 inh: 6%; Tau fluor counter: -10%

Results for CCN(Cc1ccccc1)Cc1c(C)[nH]c2c(C)c(C)ccc2c1=O ?
Tau FP inhib: -1%; HTT ATP protect: 2%; Tau fibril ThT: -9%; TR SRC2 fluor cs: -7%; TRb-SRC2 inh: -8%; RECQ1 helicase: -9%; Tau fluor counter: -6%

Results for CCC(=O)c1ccc(OCC(O)CNC(C)c2ccccc2)cc1 (centres undefined) ?
Tau FP inhib: 9%; HTT ATP protect: 10%[10 µM]; Tau fibril ThT: 7%; L3MBTL1 inh: 8%; TR SRC2 fluor cs: -1%; TRb-SRC2 inh: -1%; RECQ1 helicase: -12%; Tau fluor counter: -1%

How did N#Cc1c(Nc2ccc(F)cc2)sc(C(=O)c2ccccc2)c1N do in these assays?
Tau FP inhib: -2%; HTT ATP protect: -13%[10 µM]; Tau fibril ThT: -12%; L3MBTL1 inh: -9%; TR SRC2 fluor cs: -4%; TRb-SRC2 inh: 9%; RECQ1 helicase: inactive; Tau fluor counter: inconclusive

Results for COc1cc(NC(=O)CCc2c(C)nc3c4c(C)cc(C)nc4nn3c2C)cc(OC)c1 ?
Tau FP inhib: -10%; Tau fibril ThT: 0%; TR SRC2 fluor cs: 1%; TRb-SRC2 inh: 2%; Tau fluor counter: -22%

Results for Cn1c(SCC(=O)NNC(=O)c2ccc(Cl)cc2)nnc1-c1cccnc1 ?
Tau FP inhib: -4%; HTT ATP protect: -6%; Tau fibril ThT: -10%; L3MBTL1 inh: 1%; TR SRC2 fluor cs: -5%; TRb-SRC2 inh: -3%; RECQ1 helicase: inactive; Tau fluor counter: -6%

Results for CCCC(=O)Nc1nnc(-c2ccc3c(c2)OCCO3)o1 ?
Tau FP inhib: -15%; HTT ATP protect: -62%[inhibitor]; Tau fibril ThT: -4%; L3MBTL1 inh: -19%; TR SRC2 fluor cs: -2%; TRb-SRC2 inh: -8%; RECQ1 helicase: -4%; Tau fluor counter: -7%

Quoted at random: two entries already listed
How did N#Cc1c(Nc2ccc(F)cc2)sc(C(=O)c2ccccc2)c1N do in these assays?
Tau FP inhib: -2%; HTT ATP protect: -13%[10 µM]; Tau fibril ThT: -12%; L3MBTL1 inh: -9%; TR SRC2 fluor cs: -4%; TRb-SRC2 inh: 9%; RECQ1 helicase: inactive; Tau fluor counter: inconclusive

Results for COc1ccc(-c2nn(-c3ccc(C)cc3)c3c2cnc2ccc(C)cc23)cc1OC ?
Tau FP inhib: -10%; Tau fibril ThT: inconclusive; TR SRC2 fluor cs: 0%; TRb-SRC2 inh: 0%; Tau fluor counter: -10%

Going on with the list:
Results for CCn1c(CC(=O)Nc2ccccc2OC)nnc1SCC(=O)Nc1ccccc1F ?
Tau FP inhib: 10%; Tau fibril ThT: 6%; L3MBTL1 inh: 7%; TR SRC2 fluor cs: -4%; TRb-SRC2 inh: 9%; RECQ1 helicase: 12%; Tau fluor counter: 7%

Results for CCOc1ccc(C2c3c(oc4ccccc4c3=O)C(=O)N2CCCN2CCOCC2)cc1OCC (centres undefined) ?
Tau FP inhib: 4%; HTT ATP protect: 4%; Tau fibril ThT: inconclusive; TR SRC2 fluor cs: -5%; TRb-SRC2 inh: -3%; RECQ1 helicase: -9%; Tau fluor counter: -10%

Results for O=C(c1ccccc1)c1nc2c(n1O)CCCCC2 ?
Tau FP inhib: 3%; Tau fibril ThT: -2%; L3MBTL1 inh: -7%; TR SRC2 fluor cs: 2%; TRb-SRC2 inh: -3%; RECQ1 helicase: inactive; Tau fluor counter: -2%

Results for O=C1/C(=C/c2cccs2)SC(=S)N1N1CCOCC1 ?
Tau FP inhib: inconclusive; HTT ATP protect: -6%[10 µM]; Tau fibril ThT: inconclusive; L3MBTL1 inh: -21%; TR SRC2 fluor cs: -5%; TRb-SRC2 inh: -4%; RECQ1 helicase: -6%; Tau fluor counter: -22%

How did CC(=O)Nc1ccc(CN2CCCC(CO)(Cc3ccccc3C)C2)cc1 (centres undefined) do in these assays?
Tau FP inhib: 4%; HTT ATP protect: -1%[10 µM]; Tau fibril ThT: -6%; L3MBTL1 inh: 41%[activator]; TR SRC2 fluor cs: -5%; TRb-SRC2 inh: -9%; RECQ1 helicase: inactive; Tau fluor counter: -8%

Results for CCOc1cc(-c2ccc(OC(=O)c3ccccc3F)cc2)cc(=O)c2c(C)oc(C)c12 ?
Tau FP inhib: 2%; Tau fibril ThT: inconclusive; TR SRC2 fluor cs: inconclusive; TRb-SRC2 inh: -12%; Tau fluor counter: -4%

Results for Cc1ccc(NC(=O)CSc2nncn3c2cc2sccc23)cc1F ?
Tau FP inhib: -16%; Tau fibril ThT: 8%; TR SRC2 fluor cs: -2%; TRb-SRC2 inh: -7%; Tau fluor counter: -18%

What do the screens show for `CN(C)S(=O)(=O)c1ccc(C(=O)OCCCN=C2NS(=O)(=O)c3ccccc32)cc1`?
Tau FP inhib: -6%; HTT ATP protect: -5%; Tau fibril ThT: 1%; TR SRC2 fluor cs: 2%; TRb-SRC2 inh: 8%; RECQ1 helicase: -3%; Tau fluor counter: -5%

How did COc1ccc(-c2ncc(CN3CCN(CCC(C)C)C(CCO)C3)cn2)cc1 (centres undefined) do in these assays?
Tau FP inhib: 6%; HTT ATP protect: -26%; Tau fibril ThT: -10%; L3MBTL1 inh: 4%; TR SRC2 fluor cs: 0%; TRb-SRC2 inh: 3%; RECQ1 helicase: -11%; Tau fluor counter: 0%

How did CCN1CCN(Cc2nc3c(c(=O)n(C)c(=O)n3C)n2CCCc2ccccc2)CC1 do in these assays?
Tau FP inhib: inconclusive; HTT ATP protect: -11%; Tau fibril ThT: -2%; L3MBTL1 inh: -1%; TR SRC2 fluor cs: 0%; TRb-SRC2 inh: 3%; RECQ1 helicase: inactive; Tau fluor counter: -10%
